Screening results deposited in PubChem by Broad Institute.
S100A4 MyoIIA – inhibitors of S100A4-myosin IIA peptide binding, primary screen, biochemical, fluorescence polarization, TAMRA-MyoIIA peptide; Protein S100-A4 (Homo sapiens), P26447; AID 652163, 2013; 0.14% of 360,000 active; inhibition, % at 10.7 µM;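 active means mean inhibition of at least 70% across replicates, with every replicate also reaching that level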
Target sequence (P26447 whole entry, looked up): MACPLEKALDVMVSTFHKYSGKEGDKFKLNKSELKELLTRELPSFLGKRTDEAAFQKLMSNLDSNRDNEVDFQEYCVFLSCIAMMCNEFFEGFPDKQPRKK
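Assay system: human S100A4 monomer with TAMRA-labelled myosin IIA peptide / Buffer or medium: Calcium-containing HEPES buffer, pH 7.2 / Reagent: TAMRA-labelled myosin IIA heavy-chain peptide probe, 5 nM / Compound: one dose per compound / Timing: polarization read 5 min after assay mix addition, stable 5–60 min / Benchmarks: neutral control DMSO, positive control TFP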
RAD52 inh – RAD52 DNA annealing inhibitors, primary screen, biochemical, FRET, single point, set 2; DNA repair protein RAD52 homolog (Homo sapiens), P43351; recombinant RAD52 DNA annealing, FRET fluorescence; inhibition, % at 18.7 µM; 0.46% of 360,000 active; AID 651710, 2012;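 active means every replicate showing at least 50% inhibition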
Target sequence (P43351 whole entry, looked up): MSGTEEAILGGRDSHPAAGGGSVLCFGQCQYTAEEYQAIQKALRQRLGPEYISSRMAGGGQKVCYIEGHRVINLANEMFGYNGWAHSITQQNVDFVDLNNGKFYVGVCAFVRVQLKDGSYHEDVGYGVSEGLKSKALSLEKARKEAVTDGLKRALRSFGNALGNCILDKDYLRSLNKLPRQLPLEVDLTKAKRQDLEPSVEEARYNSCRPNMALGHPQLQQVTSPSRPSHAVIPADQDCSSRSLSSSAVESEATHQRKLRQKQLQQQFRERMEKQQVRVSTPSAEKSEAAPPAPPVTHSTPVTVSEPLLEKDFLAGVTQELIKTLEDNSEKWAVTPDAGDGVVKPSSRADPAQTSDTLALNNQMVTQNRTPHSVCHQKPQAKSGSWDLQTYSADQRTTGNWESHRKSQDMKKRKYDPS
ERAP1 HTS inh – human ERAP1 aminopeptidase inhibitors, primary screen, biochemical, single point, plate reader; inhibition, % at 10.7 µM; 0.15% of 340,000 active; AID 652197, 2013; recombinant ERAP1, Leu-AMC fluorescence, 60 min; Endoplasmic reticulum aminopeptidase 1 (Homo sapiens), Q9NZ08;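 active means mean replicate inhibition of at least 30%, or all replicates individually reaching that 30% level; inactive means mean below 30% and not every replicate reaching it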;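 further: 0% = neutral control wells and 100% = L-leucinethiol positive control wells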
XiGFP reactiv – activators of inactive X chromosome reactivation, primary screen, imaging, XiGFP fibroblasts, GFP high-content imaging, set 2. XiGFP mouse fibroblasts, % GFP-positive cells imaging, 3 d; cells co-treated with 5-aza-dC sensitizer; scaled so ellipticine positive control = 100%. activation, % at 7.58 µM. 0.055% of 360,000 active. AID 743238, 2013;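 active means mean normalized replicate activation at least 10% and every replicate at or above 10%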;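 further: 0% = median of on-plate neutral control wells and 100% = ellipticine 6 µM median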
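material = 68-5-11 XiGFP fibroblast line | medium = DMEM plus 5-aza-dC sensitizer | schedule = 3 days compound exposure | benchmarks = positive control ellipticine, 6 µM final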
E-sel inducer – E-selectin induction in HUVECs, primary screen, imaging, HUVEC, immunofluorescence imaging, single point; P16581; normalized: neutral wells 0, TNF-alpha wells 100; activation, % at 7.58 µM; 0.37% of 260,000 active;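 active means mean E-selectin-positive cell signal at least 10% of the positive control, reached in at least 60% of replicates, without over 20% cell loss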;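 further: in these data hits start at about 27%; measured in HUVEC primary endothelial cells; signal is the percent of cells scored E-selectin positive by PE staining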
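material = human umbilical vein endothelial cells (HUVEC), E-selectin induction | quantity = 3,000 cells/well | medium = EGM-2 growth medium on 0.1% gelatin-coated wells | technique = immunofluorescence imaging | read-out basis = % PE-positive cells | control set = TNF-alpha positive control, DMSO neutral control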
RAD54 branch – inhibitors of human RAD54 branch migration, primary screen, biochemical, fluorescence, single point; DNA repair and recombination protein RAD54-like (Homo sapiens), Q92698; RAD54 Holliday junction branch migration, FAM/BHQ fluorescence; inhibition, % at 10.4 µM; 0.14% of 360,000 active;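 active means mean normalized replicate activity at least 40 and at least half of replicates scoring 40 or more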;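 further: 0% = median of neutral control wells and 100% = median of positive control wells; inhibitors cause a drop in the FAM fluorescence signal; in these data hits start at about 50%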
esBAF inh – Bmi1 luciferase reporter increase in mESCs, primary screen, esBAF inhibitor project, mouse ES cells, Bmi1 luciferase knock-in, single point | 24 h; 100% = twice the neutral-well signal | reporter increase, % at 12.5 µM | 2% of 350,000 active | AID 602393, 2012; in the data active means activation above about 40%;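 further: 0% = median of the plate's neutral control wells and 100% = double that signal; a rise in the Bmi1 reporter signal indicates esBAF inhibition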
ERp5 block – inhibitors of ERp5-driven insulin aggregation, primary screen, biochemical, turbidity, absorbance 650 nm, single point; 90 min; inhibition, % at 9.99 µM; 0.05% of 350,000 active; AID 651711, 2012;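 active means mean replicate inhibition above about 25%, with every replicate also reaching it, limit read from the data, passing the limit was not always enough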
Target sequence (Q15084 whole entry, looked up): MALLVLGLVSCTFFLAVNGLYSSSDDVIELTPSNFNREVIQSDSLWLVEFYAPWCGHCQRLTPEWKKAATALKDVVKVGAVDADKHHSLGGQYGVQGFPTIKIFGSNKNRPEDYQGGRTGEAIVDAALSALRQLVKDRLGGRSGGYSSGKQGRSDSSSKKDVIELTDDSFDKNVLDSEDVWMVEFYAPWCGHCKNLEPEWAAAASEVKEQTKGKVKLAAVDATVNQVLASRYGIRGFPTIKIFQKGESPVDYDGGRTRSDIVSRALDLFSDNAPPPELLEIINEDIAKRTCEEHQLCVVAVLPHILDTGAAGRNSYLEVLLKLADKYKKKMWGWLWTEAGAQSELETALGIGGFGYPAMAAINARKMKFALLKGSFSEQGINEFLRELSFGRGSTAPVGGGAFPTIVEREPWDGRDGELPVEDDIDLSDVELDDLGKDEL
Active calls of the source: *; . = not tested or not shown. Random draw from the library (roughly 2.5% active in at least one column).

SMILES	S100A4 MyoIIA	RAD52 inh	ERAP1 HTS inh	XiGFP reactiv	E-sel inducer	RAD54 branch	esBAF inh	ERp5 block
C[C@H](CO)N1C[C@H](C)[C@@H](CN(C)Cc2ccc(C(F)(F)F)cc2)Oc2ccc(NC(=O)Nc3ccc4c(c3)OCO4)cc2C1=O	8	10	3	0.1	-2.1	0	-4	-10
CCNC(=O)C1(C)CCN(Cc2ccc(-c3ccccc3)cc2)C1 (centres undefined)	-2	-23	-3	0.0	-0.1	1	9	2
CNCCC(Oc1ccccc1OC)c1ccccc1 (centres undefined)	-1	-5	-3	-0.1	0.2	1	-2	-2
Cc1ccc(S(=O)(=O)Nc2ccc3c(c2)C(=O)N([C@@H](C)CO)C[C@@H](C)[C@@H](CN(C)S(=O)(=O)c2cn(C)cn2)O3)cc1	.	.	.	-0.7	0.4	5	-2	.
Cc1ccc(S(=O)(=O)N2C[C@H]3C(=O)C[C@@H](c4cccc(C)c4)N(S(=O)(=O)c4ccc(C)cc4)[C@H]3C[C@H]2c2ccccc2)cc1	0	-7	-1	.	-1.6	-23	-3	1
C[C@H](CO)N1C[C@H](C)[C@@H](CN(C)C(=O)c2ccncc2)OCCCC[C@H](C)Oc2ccc(NS(=O)(=O)c3ccc(Cl)cc3)cc2C1=O	5	0	0	0.9	-0.1	1	2	-2
O=C(NC(=S)Nc1ccc(S(=O)(=O)Nc2nccs2)cc1)c1ccccc1	.	.	.	0.2	0.2	-2	-2	.
CCOc1ccc2c(c1)nc(SCC(=O)c1cccs1)n2C	0	-13	7	.	.	-9	.	-15
C[C@H]1CN([C@@H](C)CO)C(=O)c2cc(NS(=O)(=O)c3cccs3)ccc2O[C@@H]1CN(C)Cc1ccc(C(=O)Nc2ccccc2N)cc1	9	9	-2	0.0	0.3	5	-5	-1
Cc1cccc(NC(=O)c2sc3nc(N4CCOCC4)c4c(c3c2N)CCCC4)c1	-3	1	0	0.3	.	-9	14	6
CC(C)CC#Cc1cnc2c(c1)C(=O)N([C@H](C)CO)C[C@H](C)[C@H](CN(C)C(=O)C1CCCCC1)O2	1	12	0	-0.9	-0.7	7	4	4
O=C(COc1ccc(S(=O)(=O)NCc2ccccc2)cc1Cl)NCc1ccncc1	-4	-3	0	0.0	.	-9	4	0
CC(C)NC(=O)N(C)C[C@H]1OCCCC[C@@H](C)Oc2ccc(NS(=O)(=O)c3ccc(F)cc3)cc2C(=O)N([C@H](C)CO)C[C@@H]1C	-10	8	0	-0.1	0.0	6	1	5
CCC(=O)Nc1ccc2c(c1)C(=O)N(C)[C@@H]1CC[C@H](CC(=O)NCCOC)O[C@H]1CO2	5	-4	-2	0.4	-0.1	-5	-1	-1
CCc1cccc2c(-c3csc(=NC)n3C)c[nH]c12	-6	4	1	0.0	.	.	.	0
CCOCCCNC(=O)c1cn(CC)c2ccc(S(=O)(=O)N3CCOCC3)cc2c1=O	-2	5	-5	0.0	.	-12	-4	-1
C/C(=N\Nc1cc(N2CCCCC2)nc(C)n1)c1ccc(Br)cc1	0	-57	5	0.0	-0.3	-6	-29	-2
Cc1cc(C(=O)Nc2ccc3c(c2)C(=O)N(C)[C@@H]2CC[C@@H](CC(=O)N[C@@H](C)c4ccccc4)O[C@@H]2CO3)no1	7	-16	-4	-0.1	0.1	-2	0	3
CN(C[C@@H]1[C@H](c2ccccc2)[C@@H](CO)N1C(=O)C1CC1)C(=O)c1ccccn1	.	.	.	0.1	-0.1	2	0	.
CCCC(=O)Nc1ccc2c(c1)C(=O)N(C)[C@@H]1CC[C@H](CC(=O)OC)O[C@@H]1CO2	.	.	.	0.2	0.1	0	3	.
COC(=O)CCC(=O)OC1(C)C(=O)C=C2C=C(C3CC3)N(C3CC3)C=C2C1=O (centres undefined)	9	-25	-3	0.1	-0.1	-8	-4	1
O=C(NCCN1CCOCC1)C1CCC(CNS(=O)(=O)c2ccc(Cl)cc2)CC1 (centres undefined)	-20	8	-5	.	.	-3	8	0
C[C@@H]1CN([C@@H](C)CO)C(=O)Cc2cc(NS(=O)(=O)c3cn(C)cn3)ccc2O[C@H]1CN(C)Cc1ccc(Oc2ccccc2)cc1	3	-3	-1	-1.0	-0.1	1	0	-5
C[C@@H]1CN([C@H](C)CO)C(=O)c2cc(-c3cccc(C#N)c3)cnc2O[C@H]1CN(C)C(=O)C1CCC1	-5	-13	1	-0.8	0.8	0	-10	0
COc1ccc2cc(C(=O)C3CCCN(Cc4cnc(C)s4)C3)ccc2c1 (centres undefined)	-2	-9	0	0.0	.	.	.	1

10 successive entries out of the list so far, quoted:
SMILES	S100A4 MyoIIA	RAD52 inh	ERAP1 HTS inh	XiGFP reactiv	E-sel inducer	RAD54 branch	esBAF inh	ERp5 block
C[C@H](CO)N1C[C@H](C)[C@@H](CN(C)Cc2ccc(C(F)(F)F)cc2)Oc2ccc(NC(=O)Nc3ccc4c(c3)OCO4)cc2C1=O	8	10	3	0.1	-2.1	0	-4	-10
CCNC(=O)C1(C)CCN(Cc2ccc(-c3ccccc3)cc2)C1 (centres undefined)	-2	-23	-3	0.0	-0.1	1	9	2
CNCCC(Oc1ccccc1OC)c1ccccc1 (centres undefined)	-1	-5	-3	-0.1	0.2	1	-2	-2
Cc1ccc(S(=O)(=O)Nc2ccc3c(c2)C(=O)N([C@@H](C)CO)C[C@@H](C)[C@@H](CN(C)S(=O)(=O)c2cn(C)cn2)O3)cc1	.	.	.	-0.7	0.4	5	-2	.
Cc1ccc(S(=O)(=O)N2C[C@H]3C(=O)C[C@@H](c4cccc(C)c4)N(S(=O)(=O)c4ccc(C)cc4)[C@H]3C[C@H]2c2ccccc2)cc1	0	-7	-1	.	-1.6	-23	-3	1
C[C@H](CO)N1C[C@H](C)[C@@H](CN(C)C(=O)c2ccncc2)OCCCC[C@H](C)Oc2ccc(NS(=O)(=O)c3ccc(Cl)cc3)cc2C1=O	5	0	0	0.9	-0.1	1	2	-2
O=C(NC(=S)Nc1ccc(S(=O)(=O)Nc2nccs2)cc1)c1ccccc1	.	.	.	0.2	0.2	-2	-2	.
CCOc1ccc2c(c1)nc(SCC(=O)c1cccs1)n2C	0	-13	7	.	.	-9	.	-15
C[C@H]1CN([C@@H](C)CO)C(=O)c2cc(NS(=O)(=O)c3cccs3)ccc2O[C@@H]1CN(C)Cc1ccc(C(=O)Nc2ccccc2N)cc1	9	9	-2	0.0	0.3	5	-5	-1
Cc1cccc(NC(=O)c2sc3nc(N4CCOCC4)c4c(c3c2N)CCCC4)c1	-3	1	0	0.3	.	-9	14	6

Additional entries
SMILES	S100A4 MyoIIA	RAD52 inh	ERAP1 HTS inh	XiGFP reactiv	E-sel inducer	RAD54 branch	esBAF inh	ERp5 block
O=C1c2ccccc2C(=O)N1CCOc1ccc(F)cc1	-4	-7	-2	0.0	.	-10	60*	2
COc1ccc([N+](=O)[O-])cc1NC(=O)C1C2C=CC(C2)C1C(=O)O (centres undefined)	1	-2	-25	0.0	.	6	-1	-1
COCC(=O)Nc1cc(C)cn(Cc2c(F)cccc2Cl)c1=O	1	-20	-1	0.0	.	-8	-7	0
CN(CC(=O)Nc1ccccc1Cl)C(=O)CCc1nc2ccccc2c(=O)[nH]1	2	-38	2	-0.1	-0.1	4	.	0
O=C(Nc1ccc(Cl)cc1)N[C@H]1CC[C@H](CCn2cc(Cc3ccccc3)nn2)O[C@@H]1CO	2	4	-1	-0.2	-1.9	0	11	1
c1ccc(CNc2nc(-c3ccccc3)nc3ccccc23)cc1	-1	-6	-1	0.2	.	6	-4	3
COc1ccccc1NC(=O)N[C@H]1CC[C@H](CCn2cc(-c3ccccc3)nn2)O[C@@H]1CO	0	7	0	0.4	-0.5	7	4	2
Cc1cc(=O)oc2cc(NC(=S)NNC(=O)c3c(Cl)cnn3C)ccc12	-5	-11	-5	0.3	-0.5	-7	3	1
COc1ccc(-c2cc(=O)oc3c(C)c(OC(C)C(=O)NCc4ccccn4)ccc23)cc1 (centres undefined)	-9	-23	.	.	.	6	14	-1
Cc1c(CC(=O)NCC(=O)NCC(=O)O)c(=O)oc2c(C)c3oc4c(c3cc12)CCCC4	4	-6	2	0.0	.	2	1	-3
Cn1cc(/C=C2\SC(=S)N(N3CCOCC3)C2=O)c2ccccc21	1	-3	3	0.0	0.7	.	.	-1
O=S(=O)(Nc1cccnc1Cl)c1ccc(-c2ccccc2)cc1	-3	-10	-3	0.1	1.0	9	-1	0
CCOCc1c(C(=O)NCc2ccccc2CN2CCCC2)oc2ccccc12	-4	-96	3	0.0	0.4	5	11	2
Cc1ccc(SCC(=O)NC(=O)NC2CCCC2)c(C)c1	2	-5	-1	0.0	-4.2	1	-4	-4
CCN(CC)c1cc(C)c2cc(NC(=O)c3cccs3)ccc2n1	11	-14	-2	0.2	5.1	6	27	1
Cc1nc(-c2noc(-c3ccc(Cl)cc3)n2)c(C(F)(F)F)o1	1	1	8	0.1	-0.1	-3	12	4
CO[C@H]1CN(C)C(=O)c2ccc(NC(=O)c3ccc4c(c3)OCO4)cc2OC[C@@H](C)N(CCC(F)(F)F)C[C@@H]1C	-6	-14	-3	-0.1	2.6	-1	5	-3
O=C(NCCC1=CCCCC1)c1[nH]c(C(F)(F)F)nc1-c1ccccc1	-7	-9	.	0.0	-1.2	2	3	5
C[C@@H]1CN([C@H](C)CO)C(=O)c2cc(NC(=O)Nc3ccc(F)cc3)ccc2O[C@@H]1CN(C)Cc1ccc(C(F)(F)F)cc1	-11	-4	-2	0.4	-2.8	-1	-1	0
O=C(NC(=S)Nc1ccc(F)c([N+](=O)[O-])c1)c1ccccc1F	-3	-15	-1	0.0	.	.	.	7
CCN(c1nc(N)c(C(=O)N=C(N)N)nc1Cl)C(C)C	3	4	4	0.1	0.3	-4	3	-4
CS(=O)(=O)c1ccc(C(=O)OCC(=O)N2CCOCC2)cc1[N+](=O)[O-]	18	-4	7	-0.1	-0.2	13	5	3
O=C(c1ccncc1)N1C[C@@H]2[C@H](c3ccccc31)[C@H](CO)N2C(=O)c1ccccn1	-2	-12	-2	0.0	-0.2	7	0	-1
CN(Cc1ccccc1)C(=O)C(=O)c1cn(CC(=O)N2CCCC2)c2ccccc12	-4	-22	2	0.1	0.6	4	9	0
N#CC(Sc1ccccn1)c1ccc(Cl)cc1Cl (centres undefined)	5	-21	-1	0.0	.	.	.	1
CCn1c(CSc2nnc(-c3ccncc3)n2C)nc2cc(C(=O)O)ccc21	11	-32	-17	0.0	3.7	-7	4	-9
C=CCn1c(C23CC4CC(CC(C4)C2)C3)n[nH]c1=S	-1	-5	0	0.0	-0.2	4	-6	-2
CO[C@@H]1CN(C)C(=O)c2ccc(NC(C)=O)cc2OC[C@@H](C)N(CC2CC2)C[C@@H]1C	14	3	1	-0.6	0.0	-14	3	2
COc1ccc(S(=O)(=O)Nc2cccc3c2O[C@H](CN(C)S(=O)(=O)c2c(C)noc2C)[C@H](C)CN([C@@H](C)CO)C3=O)cc1	-2	-2	-1	1.4	-5.1	3	2	2
C[C@H](CO)N1C[C@H](C)[C@H](CN(C)Cc2ccc(C(F)(F)F)cc2)OCc2ccccc2-c2ccccc2C1=O	-6	17	-12	-0.5	-0.5	.	.	-3
